# Assay outcomes from PubChem.
# ALDH1A1 inh: qHTS Assay for Inhibitors of Aldehyde Dehydrogenase 1 (ALDH1A1) | actives 7.3% (n = 220,000) | Purified ALDH1A1, NADH fluorescence, propionaldehyde substrate | Potency, µM (doses to about 75.3 µM), for inactives: at the highest dose activity, negative = inhibition, actives largely listed as inhibitors; active = well fitted inhibition curve with a large enough effect, not every such curve was filed as active; inconclusive = small, poorly fitted or top-dose-only effect, or another doubt; inactive = no such curve, though single readings can be large or run the other way;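 also: plate controls were no enzyme wells and a reference inhibitor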
# Target sequence (P00352 whole entry, looked up): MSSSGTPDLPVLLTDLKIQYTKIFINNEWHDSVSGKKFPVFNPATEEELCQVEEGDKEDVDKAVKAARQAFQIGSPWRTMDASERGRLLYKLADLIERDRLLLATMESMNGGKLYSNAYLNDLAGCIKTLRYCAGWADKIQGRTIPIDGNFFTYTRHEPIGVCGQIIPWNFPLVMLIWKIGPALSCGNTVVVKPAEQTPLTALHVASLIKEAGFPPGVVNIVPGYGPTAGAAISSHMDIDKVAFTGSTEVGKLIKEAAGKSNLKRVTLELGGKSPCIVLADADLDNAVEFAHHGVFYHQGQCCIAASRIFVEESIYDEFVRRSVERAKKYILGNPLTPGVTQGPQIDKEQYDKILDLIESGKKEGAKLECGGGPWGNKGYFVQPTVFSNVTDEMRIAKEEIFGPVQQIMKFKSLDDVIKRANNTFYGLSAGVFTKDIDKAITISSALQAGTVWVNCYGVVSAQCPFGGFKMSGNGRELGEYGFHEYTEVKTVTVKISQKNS
# SMN2 splice enh: qHTS Assay for Enhancers of SMN2 Splice Variant Expression; HEK293 SMN2-luciferase splicing reporter, luminescence, 30-36 h; Potency, µM (series often up to 46.1 µM), inactives show at the highest dose activity change, positive = activation, actives largely listed as activators; actives 2.8% (n = 210,000); also: % of control where 0% means no effect; nearly all actives have a fitted effect of over 55% in size
#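 qHTS luciferase splicing reporter: luminescence rises when SMN2 exon 7 is included in transfected HEK293 cells. Compound exposure lasted 30-36 h at 37C, with 4.5 mM final sodium butyrate as control, followed by a ONE-Glo read.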
# RECQ1 helicase: qHTS Assay for Inhibitors of RecQ-Like Dna Helicase 1 (RECQ1). ATP-dependent DNA helicase Q1 (Homo sapiens), P46063. Potency, µM (top dose mostly 57.3 µM), for inactives: at the highest dose activity, negative = inhibition, actives largely listed as inhibitors. actives 0.54% (n = 240,000). AID 2549, 2010. RECQ1 DNA unwinding, red fluorescence kinetic read;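 also: plate controls were vehicle for no effect and no enzyme for full effect; nearly all actives have a fitted effect of over 30% in size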
#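 RECQ1T1 50 nM; forked duplex (20 bp + 30-nt ss tails) 200 nM, ATP 2 mM final; pH 8.0, 2 mM MgCl2, 2.5 ug/ml poly(dI-dC); 15 min compound preincubation; discontinuous kinetic read over 2 h at RT.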
# JMJD2E inh: qHTS Assay for Inhibitors of Human Jumonji Domain Containing 2E (JMJD2E); Lysine-specific demethylase 4E (Homo sapiens), B2RXH2; JMJD2E catalytic domain, FDH-coupled NADH fluorescence (FDH is formaldehyde dehydrogenase); Potency, µM (series often up to 57.1 µM), without a hit: at the top dose activity change, negative = inhibition, hits mostly inhibitors; actives 1.6% (n = 230,000); active = well fitted inhibition curve with a large enough effect, not every such curve was filed as active; inconclusive = small, poorly fitted or top-dose-only effect, or another doubt; inactive = no such curve, though single readings can be large or run the other way;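 also: 0% = wells with enzyme and -100% = buffer wells without enzyme; nearly all actives have a fitted effect of over 50% in size; many of its hits are not listed in these tables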
# TR SRC2 fluor cs: Total Fluorescence Counterscreen for Inhibitors of the Interaction of Thyroid Hormone Receptor and Steroid Receptor Coregulator 2; actives 0.29% (n = 280,000); TRb/SRC2 Texas Red total fluorescence interference; Potency, µM (top dose mostly 106 µM), for inactives: top-dose fluorescence change, negative = quenching; active = well fitted curve in either direction with a large enough effect; inconclusive = small, poorly fitted or top-dose-only effect; also: % is scaled to controls: 0 for no effect and ±100 for the full control effect
#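 Human TRβ ligand-binding domain (0.6 uM) and Texas Red SRC2 peptide (20 nM) in Tris buffer with 1 uM T3 and 5% DMSO were incubated with pinned compound for 5 hr at ambient temperature. Total fluorescence was computed as S + 2P (555/632 nm).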
# TRb-SRC2 inh: qHTS for Inhibitors of the Interaction of Thyroid Hormone Receptor and Steroid Receptor Coregulator 2 | actives 0.065% (n = 280,000) | AID 1469, 2008 | Potency, µM (doses to about 106 µM), inactives show top-dose activity change, negative = inhibition, hits mostly inhibitors | TRbeta-SRC2 peptide binding, fluorescence polarization; receptor liganded with 1 µM T3 | Thyroid hormone receptor beta (Homo sapiens), P10828;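 also: plate controls were bound peptide for no effect and peptide without receptor for full effect; nearly all actives have a fitted effect of over 50% in size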
#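 TRb LBD 0.6 uM + Texas Red SRC2 peptide 20 nM, 1 uM T3, Tris buffer w/ 5% DMSO; compound pinned, 5 h RT; FP read ex 555/em 632; normalized to unbound and bound controls.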
# RGS12 GoLoco inh: qHTS Assay for Inhibitors of RGS12 GoLoco Motif Activity (Red Fluorophore) | Gai1:RGS12 GoLoco peptide FP, rhodamine, 10 min | Potency, µM (doses to about 61.6 µM), for the others: top-dose activity, negative = inhibition, actives largely listed as inhibitors | actives 0.44% (n = 230,000) | AID 880, 2007; active = well fitted inhibition curve with a large enough effect, not every such curve was filed as active; inactive = no such curve, though single readings can be large or run the other way; also: % is scaled to controls: 0 for no effect and ±100 for the full control effect; nearly all actives have a fitted effect of over 30% in size; many of its hits are not listed in these tables
# Target sequence (P63096 whole entry, looked up): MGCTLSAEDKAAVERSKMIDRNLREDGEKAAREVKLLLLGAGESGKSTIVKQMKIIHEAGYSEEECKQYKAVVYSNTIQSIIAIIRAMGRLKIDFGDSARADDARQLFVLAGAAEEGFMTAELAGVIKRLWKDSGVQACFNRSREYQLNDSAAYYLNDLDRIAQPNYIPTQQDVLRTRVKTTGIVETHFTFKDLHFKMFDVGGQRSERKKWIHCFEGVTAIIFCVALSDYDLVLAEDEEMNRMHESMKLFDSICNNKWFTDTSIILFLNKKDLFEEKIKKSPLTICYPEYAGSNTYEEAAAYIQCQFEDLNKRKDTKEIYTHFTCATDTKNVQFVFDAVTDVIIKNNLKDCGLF
# Lamin A splicing: qHTS Assay for Modulators of Lamin A Splicing; HeLa LMNA splicing GFP/RFP minigene ratio, 48 h; Potency, µM (series often up to 46.1 µM), for the others: at the highest dose ratio change, negative = inhibition, actives largely listed as inhibitors; actives 0.01% (n = 200,000); AID 1487, 2009; active = well fitted inhibition curve with a large enough effect in the signal ratio, with a control signal flat, not every such curve was filed as active; inconclusive = small, poorly fitted or top-dose-only effect, or effect the other way, or a change in a side signal; the % refers to the signal ratio; also: % is scaled to controls: 0 for no effect and ±100 for the full control effect
#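 S3 HeLa cells stably expressing lamin A-EGFP splicing minigene plus DsRed2, 600 cells/well, 48 h compound exposure at 37C. Laser-scanning cytometry; analysed as GFP (500-530 nm)/RFP (575-640 nm) total intensity ratio; 0.5% DMSO vehicle.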
# Starred values were filed as active, the others as inactive; i = inactive; u = inconclusive; x = not tested or not shown; [ ] = remark or other dose. Unless noted, calls follow the shape of the dose curve; as a rule, active = well fitted curve in the direction sought with a large enough effect; inconclusive = small, poorly fitted or top-dose-only effect, or another doubt; inactive = no such curve, though single readings can be large; an effect the other way counts as inactive or inconclusive. Potency is read from the fitted curve at half-maximal effect. An excerpt (hit frequency here may not be typical).
# Order of results – JMJD2E inh, TRb-SRC2 inh, ALDH1A1 inh, RECQ1 helicase, RGS12 GoLoco inh, SMN2 splice enh, TR SRC2 fluor cs, Lamin A splicing
COc1cc2c(cc1NC(=O)CSc1ccc(Cl)cc1)oc1ccccc12
  5%, 6%, 9%, -6%, 11%, -12%, 10%, -8%
O=C(CCCc1c[nH]c2ccccc12)N1CCN(S(=O)(=O)c2cccs2)CC1
  2%, 3%, u, -9%, 2%, -35%, -1%, u
CCc1ccc(NC(=O)C(=O)NCCOc2ccccc2Cl)cc1
  10%, 0%, 9%, 0%, -4%, 4%, -2%, 16%[46 µM]
CCC(=O)NC(=S)Nc1c(C)cc(Br)cc1C
  6%, -3%, u, 21%, -6%, -7%, 2%, x
CCN(CC)S(=O)(=O)c1ccc(N2CCOCC2)c(C(=O)O)c1
  3%, 6%, 6%, -12%, 5%, -7%, 1%, 14%
CCCCCNC(=O)CSC1=N/C(=C\c2ccc(Cl)c(Cl)c2)C(=O)N1CC
  0%, -1%, 6%, 2%, -1%, -12%, -1%, 2%
COc1ccccc1N1CCN(CC(=O)c2c(N)n(C)c(=O)n(C)c2=O)CC1
  -1%, 0%, 3%, i, -4%, -3%, 1%, x
COc1ccc(N=CC2=C(O)c3ccccc3C2=O)cc1
  12%, -8%, 2%, -5%, 6%, 4µM*, -2%, 1%
Cc1cccc(NCC(=O)N/N=C/c2cccc(Br)c2)c1
  -2%, -2%, -3%, -15%, 0%, -6%, -1%, u
CSc1ccccc1NC(=O)N1CCC(CO)(CC2CCCCO2)CC1 (configuration not stated)
  17%, -2%, 8%, 27%, -11%, x, 3%, -10%[46 µM]
Cc1cc(C)nc(/N=C(/NC(=O)Nc2cccc(Cl)c2)Nc2ccccc2)n1
  8%, 4%, -4%, -3%, -9%, 1%, 0%, 3%
CC1CCN(C(=O)CCCOc2ccc(Cl)cc2)CC1
  -1%, -4%, u, 3%, 5%, -7%, 0%, u
CN(C)CCn1c(C(=O)Nc2ccccc2)cc2ccccc21
  5%, 0%, 24%, i, x, x, -3%, 2%
Cc1ccc(S(=O)(=O)N2CCN(C(=O)CN3C(=O)NC4(CCOc5ccccc54)C3=O)CC2)cc1 (configuration not stated)
  2%, -7%, -4%, -5%, -12%, -17%, -2%, -4%
Cc1noc(C)c1C(=O)N1CCCC(C(=O)c2cccc(OC(C)C)c2)C1 (configuration not stated)
  -1%, -1%, -7%, 5%, 6%, x, -1%, 3%[46 µM]
CC(NS(=O)(=O)/C=C/c1ccccc1)C(=O)O (configuration not stated)
  -8%, 5%, -2%, 0%, 1%, -15%, 1%, 13%[9.22 µM]
COC(=O)N1CCC2(CCCN(Cc3ccccc3)C2)CC1
  x, x, u, -2%, 4%, -8%, x, x
Cc1c(Br)c([N+](=O)[O-])nn1CC(=O)N1CCc2ccccc2C1
  14%, 4%, u, 7%, 3%, 3%, -2%, 9%
Cc1ccc(Cn2c(SCCN3CCOCC3)nc3c2c(=O)n(C)c(=O)n3C)cc1
  -2%, -12%, -1%, -4%, x, x, -1%, 4%
CCOc1ccc(/C=N/NC(=S)NC2CC3CC2C2C=CCC32)cc1 (configuration not stated)
  7%, -3%, 8%, -6%, -15%, x, -1%, x
COc1ccc(N=C2SCC(c3ccc([N+](=O)[O-])cc3)=NN2CCO)cc1
  -18%, 8%, 3%, -8%, 4%, x, -4%, x
O=C(/C=C/c1ccccc1)c1ccccn1
  u, -2%, -3%, -17%, 1%, -11%, -1%, u
CCCCCCCCCCCCC/C=C/[C@@H](O)[C@H](COP(=O)([O-])OCC[N+](C)(C)C)NC(=O)CCCCCCCCCCCCCCCCC
  -11%, -2%, 3%, 1%, 2%, 7%, -1%, x
NC(=O)CSc1nnc(Cc2csc(Nc3ccccc3)n2)n1Cc1ccccc1
  4%, -4%, -11%, i, x, x, -1%, 11%
COCCN1CSC(=S)N(Cc2ccco2)C1
  -1%, -2%, u, -4%, 5%, -25%, -4%, u
CN(c1ccccc1)S(=O)(=O)c1cccc(NC(=O)c2cc3ccccc3oc2=O)c1
  -10%, -4%, x, i, 14%, x, -2%, x
CC(=O)NC(Cc1ccccc1C)C(=O)NC1CCN(c2nnnn2-c2ccccc2)CC1 (configuration not stated)
  -21%, 2%, x, -3%, 2%, x, -8%, x
COc1ccc(C(=O)OCCN2CCOCC2)cc1
  4%, 2%, -2%, -1%, 3%, -3%, -6%, 0%
CC1=C(C2=C(C)C(C(C)C)C3=C(C(=O)C(O)C3O)C2O)C(O)C2=C(C(O)C(O)C2=O)C1C(C)C (configuration not stated)
  -6%, 1%, -7%, -1%, 2%, x, -2%, x
O=C(c1ccc(Br)cc1)N(Cc1nc2ccccc2c(=O)[nH]1)C1CCCC1
  10%, -4%, u, -4%, 8%, x, 1%, x
CCc1ccccc1NC(=O)NC1CCCCC1
  2%, -3%, -5%, 5%, -48%, 16%, 0%, -4%
CC(=O)Nc1sc2c(c1C(c1ccncc1)N1CCOCC1)CCCC2 (configuration not stated)
  -8%, 0%, 25µM*, -12%, -14%, 10%, -1%, u
O=C(NCc1ccco1)c1cccc(NS(=O)(=O)c2cccc(F)c2)c1
  1%, -3%, u, 1%, 0%, -11%, -1%, -8%
O=C1CS/C(=N/N=C/c2c[nH]c3ccccc23)N1
  -2%, 5%, x, -5%, 7%, x, -1%, x
CS(=O)(=O)N1CCC[C@@]2(CCN(C(=O)Nc3cccc(F)c3)C2)C1
  x, x, 19%, -3%, 12%, -9%, x, x
CCn1c(=O)cc(SCC(=O)NCCN2CCN(Cc3ccccc3)CC2)c2ccccc21
  u, -14%, u, 2%, 5%, 16%, 0%, -19%
CC12CCC(C(=O)Nc3ccccc3N3CCOCC3)(CC1=O)C2(C)C (configuration not stated)
  2%, 8%, u, -1%, -6%, 25%, -3%, -7%
Cc1ccc(NC(=S)NCCc2c[nH]c3ccccc23)c(C)c1
  2%, -5%, u, -6%, -4%, x, 0%, x
O=C(O)c1cc(NCc2cccs2)ccc1N1CCOCC1
  u, -1%, 1%, i, -3%, -22%, 2%, -8%
CCC(=O)N1CCN(c2ccc(NC(=O)c3ccc([N+](=O)[O-])o3)cc2)CC1
  -23%, -4%, -8%, i, -3%, 8%, -2%, x
CCC1Sc2ccccc2N(CC(=O)NCCC(C)C)C1=O (configuration not stated)
  -1%, -22%, 2%, 0%, -24%, -3%, -3%, u
O=C(c1ccc2c(c1)OCO2)N1CCC2(CC1)Oc1ccc(Cl)cc1C(=O)C21CC(c2ccc(Cl)cc2)=NO1 (configuration not stated)
  6%, -6%, x, i, -8%, x, -3%, x
Cc1nn(-c2ccccc2)c2nc(C(Cl)(Cl)Cl)[nH]c(=O)c12
  8%, 4%, x, -3%, 5%, x, -2%, x
Cc1sc2ncnc(-n3nnc4ccccc43)c2c1C
  u, 0%, u, -4%, 1%, 18%, 0%, -16%[46 µM]
CCOC(=O)CNC(=O)c1ccc(Cl)s1
  1%, 6%, -5%, i, -3%, -7%, 0%, x
COc1cc(C(=O)NCc2ccco2)c(Br)c(OC)c1OC
  -2%, 0%, 4%, -8%, 2%, 5%, 2%, -2%
O=C(NCc1nc2ccccc2[nH]1)C1=C[C@@H](c2csc3ccccc23)C[C@@H](OCc2ccc(CO)cc2)O1
  -19%, 0%, -2%, -18%, 6%, x, -1%, x
CCOC(=O)c1ccc(NC(=S)N2CCSC2c2c(F)cc(F)cc2F)cc1 (configuration not stated)
  -2%, 5%, -3%, -14%, 18%, -43%[inhibitor], -1%, u
CCNc1nc(NCC)nc(Oc2ccc(N)cc2)n1
  0%, -6%, 4%, -6%, -3%, -10%, 5%, -3%
CC(=O)Nc1ccc(N2C(=O)c3cccc(NC(C)=O)c3C2=O)cc1
  5%, 5%, -2%, 2%, 7%, -1%, -2%, -9%

# Sorted by SMILES length (lowest first): some entries from above.
# Order of results – JMJD2E inh, TRb-SRC2 inh, ALDH1A1 inh, RECQ1 helicase, RGS12 GoLoco inh, SMN2 splice enh, TR SRC2 fluor cs, Lamin A splicing
O=C(/C=C/c1ccccc1)c1ccccn1
  u, -2%, -3%, -17%, 1%, -11%, -1%, u
CCNc1nc(NCC)nc(Oc2ccc(N)cc2)n1
  0%, -6%, 4%, -6%, -3%, -10%, 5%, -3%
COc1ccc(N=CC2=C(O)c3ccccc3C2=O)cc1
  12%, -8%, 2%, -5%, 6%, 4µM*, -2%, 1%
CN(C)CCn1c(C(=O)Nc2ccccc2)cc2ccccc21
  5%, 0%, 24%, i, x, x, -3%, 2%
COc1ccccc1N1CCN(CC(=O)c2c(N)n(C)c(=O)n(C)c2=O)CC1
  -1%, 0%, 3%, i, -4%, -3%, 1%, x
COc1ccc(N=C2SCC(c3ccc([N+](=O)[O-])cc3)=NN2CCO)cc1
  -18%, 8%, 3%, -8%, 4%, x, -4%, x
